High-throughput results from PubChem.
P. falciparum M1AAP: P. falciparum M1AAP inhibitors, biochemical, fluorogenic H-Leu-NHMec substrate, 1536-well (AID 1445) | inhibition, % at 30 µM; hits with a dose series show IC50 in µM | Aminopeptidase N (Plasmodium falciparum (isolate 3D7)) | 220,000 compounds, 0.42% hits | recombinant M1AAP, H-Leu-NHMec fluorogenic kinetic assay; higher % means a stronger effect;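 active = primary inhibition above the hit cutoff, then over 50% inhibition at one or more dose response concentrations, cut at about 23% in these data, passing the limit was not always enough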;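 also: plate controls were DMSO full reaction for no effect and no enzyme background for full effect; strong numbers were not always called active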
TNAP activation fold: human TNAP enzyme activators, primary screen, biochemical, luminescent, no phosphate acceptor, uHTS (AID 1001); 200,000 compounds, 0.03% hits; purified TNAP, luminescent activation assay, no phosphate acceptor; higher activation fold means a stronger effect; activation fold at 20 µM; hits with a dose series show EC50 in µM; Alkaline phosphatase, tissue-nonspecific isozyme (Homo sapiens); in the data active = activation fold from about 3, or a potency from the dose series; inactive = the rest, 99 in 100 with activation fold below about 1.6; also: many of its hits are not listed in these tables
Lipid droplet: inhibitors of hepatocyte lipid droplet formation, primary screen, imaging, high-throughput imaging, BODIPY stain | AML12 mouse hepatocytes, oleate lipid droplets | inhibition, % at 6.5 µM | 240,000 compounds, 0.4% hits | AID 1656, 2009;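 active = lipid droplet intensity inhibited by at least 50%, with more than 500 cells counted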
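Assay system: AML12 hepatocytes (mouse); Probe or stimulus: oleic acid at 100 µM to induce lipid droplet formation; Dosing: compound at 6.5 µM only; Schedule: compound with oleate, overnight; Detection: fluorescence imaging, 20x objective, two fields per well; Measure: % inhibition of lipid droplet signal.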
human PMI inhibition: inhibitors of human PMI, primary screen, biochemical, fluorescence intensity, coupled assay (AID 1209) | Mannose-6-phosphate isomerase (Homo sapiens) | purified PMI enzyme, coupled fluorescence intensity; higher % means a stronger effect | one-dose inhibition, % at 20 µM; IC50 in µM for titrated hits | 190,000 compounds, 0.42% hits;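 also: plate controls were DMSO vehicle for no effect and wells lacking substrate for full effect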
Siah-1 displacement: Siah-1 peptide-binding antagonists, primary screen, biochemical, fluorescence polarization, rhodamine-plectin, uHTS (AID 1817); Siah-1 / rhodamine-plectin peptide fluorescence polarization; higher % means a stronger effect; displacement, % at 20 µM, or IC50 in µM where a hit was titrated; 290,000 compounds, 0.02% hits;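 active = displacement of at least 50% at 20 µM, with a fluorescence ratio check between 0.3 and a set limit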;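 also: plate controls were Siah plus tracer with DMSO for no effect and tracer alone without Siah for full effect; strong numbers were not always called active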
XIAP antagonists: XIAP antagonists, biochemical, IAP family, fluorescence polarization (AID 1018) | E3 ubiquitin-protein ligase XIAP (Homo sapiens) | XIAP BIR domain, fluorescence polarization peptide displacement; higher % means a stronger effect | displacement, % at 20 µM, or IC50 in µM where a hit was titrated | 200,000 compounds, 0.007% hits; in the data active = displacement above about 50%; also: a part of the inactive calls stands beside numbers as strong as those of hits
M17LAP inhibition: P. falciparum M17LAP inhibitors, primary screen, biochemical, fluorogenic H-Leu-NHMec substrate, 1536-well (AID 1619) | Leucine aminopeptidase (Plasmodium falciparum (isolate 3D7)) | recombinant M17LAP, H-Leu-NHMec fluorogenic kinetic assay; higher % means a stronger effect | one-dose inhibition, % at 30 µM; IC50 in µM for titrated hits | 220,000 compounds, 0.38% hits;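 active = compound inhibiting the enzyme by more than half at any dose during confirmatory dose-response retesting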;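 also: plate controls were full reaction with DMSO carrier for no effect and no enzyme background for full effect; strong numbers were not always called active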
UTI89 phage lysis: inhibition of K1F phage lysis, E. coli UTI89, bacterial capsule biogenesis inhibitors, alamar blue (AID 488966); E. coli UTI89 K1F phage lysis, alamar blue, 2 h; higher % means a stronger effect; one-dose inhibition, % at 100 µM; IC50 in µM for titrated hits; 340,000 compounds, 0.02% hits;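 active = phage lysis inhibition, versus mean bacterial control, above a set limit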;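 also: capsule biogenesis inhibitors block K1F phage lysis so surviving cells raise fluorescence; higher fluorescence means more inhibition of phage lysis; actives were called in the ten point dose series up to 300 µM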
human PMI inhibitors: human PMI inhibitors, high substrate, primary screen, biochemical, fluorescence intensity, high mannose 6-phosphate (AID 1220). Mannose-6-phosphate isomerase (Homo sapiens). recombinant PMI enzyme, coupled fluorescence intensity; higher % means a stronger effect. inhibition, % at 20 µM; hits with a dose series show IC50 in µM. 190,000 compounds, 0.66% hits
Lipid droplet cells 6.5 µM: further read-out of Lipid droplet, marked with its call; cell count; measured here: cell count, cytotoxicity flag;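 cells counted across two imaged fields per well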
The depositor's hits bear a star; . = not tested or not shown; [ ] = remark or other dose. Rule as the data show it, unless noted: active = inhibition above about 50%; inactive = the rest.

SMILES | P. falciparum M1AAP | TNAP activation fold | Lipid droplet | Lipid droplet cells 6.5 µM | human PMI inhibition | Siah-1 displacement | XIAP antagonists | M17LAP inhibition | UTI89 phage lysis | human PMI inhibitors
NCCSc1c(-c2ccc(F)cc2)[nH]c2ccccc12 | -1% | . | -12 | 673 | . | 2% | . | -4% | 0.6% | .
CC1CCCCC1NC(=O)CN(C)S(=O)(=O)c1cccc2nsnc12 (stereo not given) | -1% | 1.1 | 2 | 726 | 2% | 1% | -4.0% | 3% | 0.5% | 1%
O=C(Cc1ccccc1)Nc1ccc2oc(-c3cccnc3)nc2c1 | 6% | 1.1 | 2 | 725 | 15% | -2% | -8.9% | 7% | 4.2% | 9%
Cc1c(Cl)cccc1NC(=S)N1CCC(N(C)CC2CCCO2)CC1 (stereo not given) | 4% | 1.1 | 26 | 768 | -13% | -4% | -4.7% | 0% | 0.4% | 0%
Clc1cccc(NC2=NCCC2)c1 | 1% | 1.1 | 15 | 779 | 10% | 3% | 3.7% | 4% | 1.4% | 6%
NC(=O)NCc1ccccc1 | 2% | 1.1 | -14 | 621 | -7% | 4% | -4.9% | -5% | 1.0% | -11%
CC(C)(C)c1ccc(-c2nc3n(c(=O)c2C#N)CCS3)cc1 | 3% | 1.1 | 32 | 768 | 8% | 4% | -5.1% | -2% | 0.0% | 16%
Cc1ccn(CC(C)C(=O)O)n1 (stereo not given) | . | 1 | -3 | 649 | 8% | -6% | -9.4% | . | 0.6% | 16%
CCOC(=O)C1CCCN(C(=O)c2cc3nc(-c4ccc5c(c4)OCO5)cc(C(F)(F)F)n3n2)C1 (stereo not given) | 8% | 1 | . | . | 10% | -1% | -2.3% | -3% | -0.2% | 13%
O=C(Nc1ccccc1C(=O)NC(Cc1c[nH]c2ccccc12)C(=O)O)c1ccccc1 (stereo not given) | 15% | . | 2 | 697 | . | 0% | . | 8% | 0.9%[50 µM] | .
CN(C)N1C(N)=C(C#N)C(c2ccccc2)C2=C1CCCC2=O (stereo not given) | 8% | 1 | -1 | 725 | 18% | 3% | -2.1% | 12% | -1.0% | 42%
CCOP(=O)(c1ccccc1Cl)C1(O)CCCCC1 (stereo not given) | 7% | 1.1 | . | . | -5% | 4% | -1.1% | 1% | 0.3% | -8%
COCCN(C(=O)c1ccco1)c1nnc(-c2ccc(OC)cc2)s1 | 9% | 1 | . | . | 3% | 2% | -0.5% | 1% | 0.2% | 1%
Cc1cccc(NC(=O)NCC(F)(F)F)n1 | 3% | 1.2 | 21 | 777 | -8% | 2% | -5.5% | 4% | 0.7% | -6%
O=C1c2ccccc2C(=O)N1c1nc2nccc(-c3ccccc3)n2n1 | 0% | 1 | 7 | 734 | 14% | 17% | -5.6% | 0% | 0.7% | -3%
Cn1c(=O)c(-c2cc(Br)ccc2N)nc2ccccc21 | 12% | 1 | -33 | 757 | 3% | 0% | -2.4% | 10% | -0.3% | 6%
Cc1c(NS(=O)(=O)c2ccc3c(c2)OCCO3)cccc1-c1nc2cccnc2s1 | 1% | 1 | -19 | 633 | 10% | -2% | -20% | 5% | 1.1% | 14%
O=C(NCCc1cn2ccccc2n1)c1ccccc1F | -8% | 1 | . | . | -10% | -3% | 0.5% | 5% | 0.5% | -1%
COc1ccc2cc(C(=O)C3CCCN(C(=O)c4cc5nc(C)cc(C)n5n4)C3)ccc2c1 (stereo not given) | 10% | 1 | -7 | 678 | 5% | 5% | -0.7% | -27% | -0.2% | -3%
Cc1ccccc1OCCOc1ccc([N+](=O)[O-])cc1/C=N/n1cnnc1 | 2% | 1 | 5 | 677 | -11% | 30% | -3.3% | -8% | 0.2% | -7%
Cc1ccc(OCCNC(=O)c2cncc(Br)c2)cc1C | 5% | 1 | . | . | 5% | -2% | -20% | 2% | -0.3% | 2%
O=C1c2ccccc2C(O)N1c1ccc(Cl)cc1 (stereo not given) | 2% | 1.2 | . | . | -3% | 0% | 0.3% | 17% | -0.3% | 3%
Cc1nn(-c2ccccc2)c(C)c1/C=N/NC(=O)c1cc(C2CC2)[nH]n1 | 20% | 0.8 | 6 | 676 | 3% | 7% | -2.1% | -1% | 2.1%[50 µM] | 4%
O=C(Nc1ccccc1)c1nn(-c2cccc(C(F)(F)F)c2)ccc1=O | 0% | 1.1 | 0 | 715 | 0% | 2% | -1.9% | 1% | -0.2% | 2%

Single records (already shown). Order of values: P. falciparum M1AAP | TNAP activation fold | Lipid droplet | Lipid droplet cells 6.5 µM | human PMI inhibition | Siah-1 displacement | XIAP antagonists | M17LAP inhibition | UTI89 phage lysis | human PMI inhibitors
O=C(NCCc1cn2ccccc2n1)c1ccccc1F is listed with -8% | 1 | . | . | -10% | -3% | 0.5% | 5% | 0.5% | -1%
Cc1ccc(OCCNC(=O)c2cncc(Br)c2)cc1C is listed with 5% | 1 | . | . | 5% | -2% | -20% | 2% | -0.3% | 2%

(further entries)
SMILES | P. falciparum M1AAP | TNAP activation fold | Lipid droplet | Lipid droplet cells 6.5 µM | human PMI inhibition | Siah-1 displacement | XIAP antagonists | M17LAP inhibition | UTI89 phage lysis | human PMI inhibitors
CC1=NN(c2ccccc2)C(=O)C1N=Nc1ccccc1 (stereo not given) | -2% | 1 | 38 | 614 | -4% | 5% | -1.9% | -5% | 0.2% | 3%
CCCC1(C(=O)OC)NC(c2cc(OC)c(OC)c(OC)c2)C2C(=O)N(CC)C(=O)C21 (stereo not given) | -4% | 1 | -6 | 749 | -3% | 9% | -10% | -9% | 1.2% | -3%
O=[N+]([O-])c1ccc(/C=N/Nc2nc(N3CCOCC3)nc(N3CCOCC3)n2)cc1 | 0% | 1.1 | 0 | 718 | 7% | 5% | -1.6% | 10% | 0.2% | -2%
C/C(NCc1cccnc1)=C(\C#N)C(=O)NCc1ccccc1 | -1% | 1 | . | . | 5% | 0% | -4.9% | -3% | -0.1% | 9%
Cc1cccc(C(=O)NC(=S)Nc2ccccc2C(F)(F)F)c1 | 9% | 1 | -6 | 572 | 20% | 3% | -3.5% | 10% | 4.9% | 13%
CC(C)(C)NC(=O)c1ccccc1-c1nc2ccccc2s1 | 1% | . | 9 | 669 | . | 11% | . | -7% | -0.1% | .
Cc1nc([N+](=O)[O-])c(Sc2nc3ccccc3[nH]2)n1Cc1ccccc1 | 0% | 1.1 | -46 | 573 | 10% | 8% | -8.8% | 9% | 0.1% | 14%
CC(=O)Nc1ccccc1C(=O)C(=O)Nc1ccc(C)c(F)c1 | 5% | 1 | -1 | 593 | 20% | 5% | -3.1% | 7% | 2.8%[50 µM] | 12%
Cc1ccc(NC(=O)CCCN2C(=O)c3cccc4cccc(c34)C2=O)cc1 | 0% | 1.2 | -1 | 651 | -4% | 2% | -5.8% | 3% | 0.7%[50 µM] | -13%
O=C(CO/N=C/c1ccc(OC(F)F)cc1)NC1CCCC1 | 0% | 1.2 | -3 | 623 | 1% | 3% | -0.2% | -2% | -0.2% | 1%
O=C1C2C3C=CC(C3)C2C(=O)N1CN(Cc1ccccc1)CN1C(=O)C2C3C=CC(C3)C2C1=O (stereo not given) | 11% | 1.1 | . | . | 20% | 1% | 1.2% | 7% | -3.5% | 29%
CC(C)CC(=O)Nc1ccc(N2CCOCC2)cc1 | 0% | 1 | 1 | 755 | 19% | -1% | -0.3% | -9% | 1.3% | 12%
CC1=CC=CN2CC(O)CN=C12 (stereo not given) | 8% | 1 | . | . | 5% | -1% | -7.6% | 1% | -0.7% | 3%
c1ccc(-c2nc(-n3nc4ccccc4n3)nc3ccccc23)cc1 | -2% | 1.1 | . | . | 12% | 0% | -0.8% | 7% | 0.8% | 8%
NC(=O)c1cc(C(=O)c2ccccc2Cl)c[nH]1 | 5% | 1 | -8 | 631 | 4% | 1% | -3.5% | 8% | -2.3% | 2%
COc1ccc(-c2cc(C(=O)OCC(=O)N3CCCC3)c3ccccc3n2)cc1 | 9% | 1 | 12 | 742 | 11% | 1% | -23% | -25% | 1.4% | 10%
Cc1ccc(-c2nc(NC(=O)c3nn(C)cc3[N+](=O)[O-])sc2C)cc1 | 3% | 1.1 | -3 | 777 | 4% | 2% | 0.9% | 9% | 0.7% | 4%
O=C(c1cc2ccccc2oc1=O)N(Cc1ccco1)Cc1cccs1 | 7% | 1.1 | -7 | 756 | 7% | 4% | -3.8% | -5% | -0.2% | 6%
CC(C)Cc1nnc(NC(=O)c2ccc([N+](=O)[O-])cc2)s1 | 1% | 1 | . | . | 6% | 0% | -6.4% | 7% | -0.3% | 0%
Cc1cccc(OC(C)C(=O)NCc2ccc(S(N)(=O)=O)cc2)c1 (stereo not given) | 2% | 1 | -10 | 606 | 2% | 1% | -0.1% | 0% | 4.1% | 1%
CCNC(=S)N1CCc2ccccc2C1 | 3% | 1 | 4 | 728 | 10% | 3% | -0.2% | 5% | . | 4%
CS(=O)(=O)N(CC(=O)N1CCCC1)c1ccc(Cl)c(Cl)c1 | 3% | 1.1 | -22 | 705 | -3% | 17% | -4.0% | -2% | 0.0% | -4%
CCOC(=O)Cn1c(=O)oc2cc(S(=O)(=O)Nc3cccc(C)c3)ccc21 | 2% | 1.2 | . | . | 8% | 2% | 1.2% | -8% | 1.6% | 11%
CCOc1ccc(N=C(NN)c2ccc3ccccc3n2)cc1 | 11% | 1 | 10 | 612 | -31% | -5% | -5.3% | 16% | 6.6% | -57%
COc1ccc(S(=O)(=O)O/N=C2\CCSc3ccc(C)cc32)cc1 | 7% | 1.1 | 1 | 575 | 16% | 1% | -12% | 15% | 1.0% | 7%
CC1CCN(c2nc(-c3ccccc3O)nc3ccccc23)CC1 | 3% | 1 | . | . | 0% | 2% | -2.5% | 11% | -0.1% | 2%
CCOCCCNC(=O)C(NC(=O)Cc1cccs1)c1ccccc1 (stereo not given) | 7% | 1 | 3 | 706 | 10% | 0% | -3.7% | 1% | 0.2% | 9%
COc1ccccc1NC(=O)N1CCCC1C(=O)Nc1ccc2c(c1)OCO2 (stereo not given) | 5% | 1 | 71* | 736* | -9% | -1% | -4.0% | -1% | 1.1% | 32%

Gathered by group, those above containing a furan ring, fused or not (2)
SMILES | P. falciparum M1AAP | TNAP activation fold | Lipid droplet | Lipid droplet cells 6.5 µM | human PMI inhibition | Siah-1 displacement | XIAP antagonists | M17LAP inhibition | UTI89 phage lysis | human PMI inhibitors
COCCN(C(=O)c1ccco1)c1nnc(-c2ccc(OC)cc2)s1 | 9% | 1 | . | . | 3% | 2% | -0.5% | 1% | 0.2% | 1%
O=C(c1cc2ccccc2oc1=O)N(Cc1ccco1)Cc1cccs1 | 7% | 1.1 | -7 | 756 | 7% | 4% | -3.8% | -5% | -0.2% | 6%

Outcome played no part in choosing rows, and some 1.9% of all compounds hit somewhere here.
